Compound activity (PubChem)
Tau fluor counter = counter-screen for tau fibril formation inhibitors | tau K18 P301L Alexa594 fluorescence, heparin fibrillization | AID 1463 | 280,000 tested, 0.93% active | Potency, µM (titrated, usually from 57.7 µM), for the others: top-dose activity change, negative = decrease; note: % is set by controls: 0 for no effect and ±100 for the full control effect; nearly all actives have a fitted effect of over 55% in size
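Human tau K18 P301L (15 uM unlabeled, 0.24 uM Alexa 594-labeled) in 100 mM sodium acetate pH 7 with 20 uM heparin, 6 hr at 37 C. ThT 30 uM added, 1 hr ambient; Alexa 594 FP and total fluorescence read at 555/632 nm.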
Tau ThT inhib = blocks human tau fibril formation measured by thioflavin T; recombinant tau K18 P301L (four-repeat tau fragment), heparin-induced fibrillization, ThT fluorescence; Potency, µM (titrated, usually from 57.4 µM), without a hit: at the highest dose activity, negative = inhibition, most hits filed as inhibitors; 270,000 tested, 2.1% active; P10636; note: % is set by controls: 0 for no effect and ±100 for the full control effect; nearly all actives have a fitted effect of over 55% in size
Target sequence (P10636 561-689 P618L limits assumed): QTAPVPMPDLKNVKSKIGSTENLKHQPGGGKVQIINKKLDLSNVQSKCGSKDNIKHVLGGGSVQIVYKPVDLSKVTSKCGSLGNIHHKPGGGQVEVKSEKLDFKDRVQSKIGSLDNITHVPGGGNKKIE
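Tau K18 P301L fragment (15 uM unlabeled plus 0.24 uM Alexa 594-labeled) in 100 mM sodium acetate pH 7 with compound, fibrillization induced by 20 uM heparin for 6 hr at 37 C. Thioflavin T (30 uM) added, fluorescence read after 1 hr (ex 450, em 510 nm).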
aGlu spleen mod = lysosomal alpha-glucosidase (human) modulation | P10253 | human spleen homogenate, 4-MU-alpha-glucoside fluorescence | Potency, µM (highest dose often 79.9 µM), without a hit: at the top dose activity change, negative = inhibition, most hits filed as inhibitors | AID 2112 | 240,000 tested, 0.006% active;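 note: 0% = enzyme with vehicle and -100% = no enzyme basal signal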
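Human spleen homogenate (1 ug) incubated with compounds and 1 mM 4-methylumbelliferyl-alpha-D-glucopyranoside in pH 5.0 citrate/phosphate buffer, 37 C, 40 min. Stopped at pH 10; 4-MU fluorescence (Ex 365/Em 440 nm); AC50 by Hill fit.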
Tau fibril FP = inhibitors of human tau fibril formation; K18 P301L tau heparin fibrillization, Alexa594 FP, 6 h; Potency, µM (top dose mostly 57.7 µM), for the others: top-dose activity, negative = inhibition, most hits filed as inhibitors; 280,000 tested, 0.39% active; note: % is set by controls: 0 for no effect and ±100 for the full control effect; nearly all actives have a fitted effect of over 55% in size
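K18 P301L tau (15 uM unlabeled/0.24 uM Alexa 594-labeled, final) + compound + heparin 20 uM final; 100 mM NaOAc pH 7; 6 hr 37 C; ThT 30 uM final added, 1 hr RT; FP ex 555/em 632 nm.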
GAA glycogen = alters human alpha-glucosidase cleavage of glycogen; P10253; recombinant GAA, glycogen substrate, Amplex Red glucose oxidase fluorescence; Potency, µM (titrated, usually from 76.4 µM), for inactives: at the highest dose activity change, negative = inhibition, actives largely listed as inhibitors; 300,000 tested, 0.38% active; AID 2100;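 note: 0% = full enzyme reaction and -100% = no-enzyme basal signal; the screen sought inhibitors and activators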
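Recombinant human alpha-glucosidase (4 nM final) hydrolysed bovine liver glycogen (30 ug) for 40 min at 37 C in pH 5.0 citrate/phosphate with 0.01% Tween-20. Released glucose detected by glucose oxidase/Amplex Red, Ex 573/Em 610 nm. Compounds up to 77 uM; AC50 from Hill fits.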
HTT ATP protect = Huntington cell model cytoprotection by ATP luminescence; Potency, µM (top dose mostly 56.4 µM), without a hit: cytoprotection (ATP increase), usual class: activators; 230,000 tested, 0.14% active; PC12 HTT-Q103 induced, cytoprotection, ATP luminescence, 40 h;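 note: % of control where 0% means no effect; nearly all actives have a fitted effect of over 45% in size; toxic huntingtin expression switched on by the ecdysone agonist tebufenozide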
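Compounds were screened for protection of PC12 cells against cell death after tebufenozide induction (100 nM final) of mutant Huntingtin exon 1 (Q103) fused to GFP.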
aGal spleen mod = alpha-galactosidase A (human) modulation. 240,000 tested, 0.008% active. Potency, µM (highest dose often 80 µM), for the others: at the highest dose activity change, negative = inhibition, most hits filed as inhibitors. human spleen homogenate, 4MU-alpha-Gal fluorescence, 40 min. P06280. AID 2107;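 note: 0% = enzyme with vehicle and -100% = no enzyme basal signal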
Target sequence (P06280 32-429 limits assumed): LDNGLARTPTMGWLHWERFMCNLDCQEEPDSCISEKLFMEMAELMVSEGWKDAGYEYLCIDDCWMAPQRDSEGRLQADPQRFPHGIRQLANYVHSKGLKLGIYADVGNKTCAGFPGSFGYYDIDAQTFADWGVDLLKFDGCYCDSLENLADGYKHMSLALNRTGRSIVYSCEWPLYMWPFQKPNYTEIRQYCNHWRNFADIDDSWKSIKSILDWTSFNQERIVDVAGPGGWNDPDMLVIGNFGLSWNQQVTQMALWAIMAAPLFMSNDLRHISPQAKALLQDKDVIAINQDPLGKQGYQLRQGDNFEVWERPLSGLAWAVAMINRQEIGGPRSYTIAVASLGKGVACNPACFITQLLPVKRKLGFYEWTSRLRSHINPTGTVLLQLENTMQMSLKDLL
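qHTS titration in buffer at pH 5.0. Alpha-galactosidase activity in spleen homogenate was measured via 4-methylumbelliferone release from 1 mM fluorogenic substrate after 40 min at 37C and a pH 10 stop. AC50 came from Hill fits of control-normalized data.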
GAA inhib = blocks human lysosomal alpha-glucosidase. P10253. purified human GAA, 4-MU-alpha-glucoside fluorescence. Potency, µM (top dose mostly 76.9 µM), for the others: top-dose activity change, negative = inhibition, usual class: inhibitors. 200,000 tested, 0.005% active. AID 1466;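 note: plate controls were uninhibited enzyme wells for no effect and no-enzyme background for full effect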
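Activity normalized between no-enzyme (basal) and enzyme-only wells. Conditions: 4 nM human enzyme, 400 uM fluorogenic substrate, citrate/phosphate pH 5.0 with Tween-20, 20 min room temperature, compounds up to 77 uM.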
Starred values were filed as active, the others as inactive; ? = inconclusive; . = no result given; & = joins results of further samples; [ ] = another dose, or the depositor's remark. Calls come from the whole dose curve; as a rule, active = well fitted curve in the direction sought with a large enough effect; inconclusive = small, poorly fitted or top-dose-only effect, or another doubt; inactive = no such curve, though single readings can be large; an effect the other way counts as inactive or inconclusive. Potency is the fitted concentration of half-maximal effect.

SMILES	Tau fluor counter	Tau ThT inhib	aGlu spleen mod	Tau fibril FP	GAA glycogen	HTT ATP protect	aGal spleen mod	GAA inhib
O=C(Nc1ccc(F)cc1F)c1cccn1-c1ncc(C(F)(F)F)cc1Cl	-16%	-13%	-11%	-14%	-7%	-4%	-4%	-3%
COc1cc(C(=O)Nc2ccc(C)cn2)c([N+](=O)[O-])cc1OC	2%	2%	-11%	1%	6%	.	3%	0%
COc1cc2c(=O)n(Cc3ccccc3)c(=O)n(CC(=O)Nc3cc(C(F)(F)F)ccc3Cl)c2cc1OC	-25%	-6%	.	?	-3%[76.3 µM]	.	.	.
COc1ccc(Cl)cc1NC(=O)c1cc(C)nn1-c1ccccc1	-24%	-8%	.	-9%	-7%[76.3 µM]	.	.	.
CCc1ccc(OCC(=O)Nc2ccc3c(c2)c2ccccc2n3CC)c(Br)c1	-18%	?	.	10%	-2%[76.3 µM]	.	.	.
Cc1ccc(OCc2nc(-c3ccc(C(=O)N4CCN(c5cc(Cl)ccc5C)CC4)cc3)oc2C)cc1	2%	-9%	.	3%	-13%[76.3 µM]	.	.	.
COc1ccc(CCN2C(=O)CC(Cc3ccccc3)C2=O)cc1OC (stereo not drawn)	-6%	.	9%	4%	2%	22%[10 µM]	15%	.
NC(=O)CN1C(=O)C(O)(CC(=O)/C=C\c2ccc3c(c2)OCO3)c2ccccc21 (stereo not drawn)	-10%	?	-5%	4%	-13%	-4%	-2%	-1%
COc1ccc(C(CCN2CCCCC2)c2c(O)cc(OC)cc2OC)cc1 (stereo not drawn)	-3%	-3%	-2%&-4%	2%	7%	-19%[10 µM]	-2%&5%	.
Nc1nc(=S)[nH]c2c1C1(CCCC1)Cc1ccccc1-2	-11%	?	-10%	-3%	-11%	5%	1%	8%
CN(C)CCNC(=O)CNC(=S)N(CCCN1CCOCC1)Cc1cccs1	10%	3%	3%	1%	1%	15%[10 µM]	-1%	5%
O=C(CCN1C(=O)/C(=C/c2ccc3c(c2)OCO3)SC1=S)Nc1ccccc1	-6%	-14%	-4%	2%	0%	-18%[10 µM]	4%	6%
CC(CCCCC(=O)Nc1ccc(C(F)(F)F)cc1)NCCc1cnc[nH]1 (stereo not drawn)	-2%&-13%	-3%&-17%	-1%&1%	9%&6%	2%	-15%	18%&-5%	4%[15.4 µM]
CN(C)CCCNCCCNC(=O)c1ccncc1	-8%	-16%	-6%	-3%	1%	-2%	0%	2%
COCCn1c(C)cc(C(=O)CN2CCCCC2)c1C	-8%	-16%	1%	-10%	6%	?	3%	0%
Cc1nn(-c2ccccc2)c(C)c1/C=N/NC(=O)c1cc(C2CC2)[nH]n1	1%	?	-10%	-2%	2%	1%[10 µM]	-2%	-4%
COc1cccc2cc(/C(=N/O)c3ccccc3)oc12	-25%	-8%	-4%	-8%	1%	4%[10 µM]	-9%	-10%
CCCOc1ccc(CSc2nc3ccccc3[nH]2)cc1	-27%	?	-10%	-15%	-5%	-87%[inhibitor]	4%	-3%
COc1ccc(/C=N/NC(=O)Nc2cccc3nsnc23)c(OC)c1	-26%	?	-4%	-13%	3%	4%[10 µM]	2%	?
CCC(CC)C(=O)Nc1cc(C(=O)OC)cc(C(=O)OC)c1	2%	-2%	-11%	3%	0%	-16%[0.074 µM]	-26%	-2%
COCCN1C=C(C(=O)OC)C(c2ccc(OC)c(OC)c2)C(C(=O)OC)=C1	-4%	-10%	9%	3%	5%	-24%	?	?
COc1cc(C(=O)c2cocc2C(=O)c2ccc3c(c2)OCO3)cc(OC)c1OC	?	.	9%	10%	9%	-61%[inhibitor][10 µM]	-6%	.
NC(N)=NCCCC(NC(=O)C(N)Cc1ccc(O)cc1)C(=O)O (stereo not drawn)	-9%	2%	-6%	-2%	.	-23%	-3%	.
COc1ccc(-c2csc(NC(=O)CSc3ncn[nH]3)n2)cc1OC	-7%	-10%	-2%	-2%	3%	24%	-2%	2%
CCCNS(=O)(=O)c1ccc(CCC(=O)NCC2CCCO2)cc1 (stereo not drawn)	-2%	-3%	-3%	2%	4%	-9%[10 µM]	0%	-1%

Rewritten as comma-separated lines: part of the list above.
smiles,Tau fluor counter,Tau ThT inhib,aGlu spleen mod,Tau fibril FP,GAA glycogen,HTT ATP protect,aGal spleen mod,GAA inhib
CCc1ccc(OCC(=O)Nc2ccc3c(c2)c2ccccc2n3CC)c(Br)c1,-18%,?,.,10%,-2%[76.3 µM],.,.,.
Cc1ccc(OCc2nc(-c3ccc(C(=O)N4CCN(c5cc(Cl)ccc5C)CC4)cc3)oc2C)cc1,2%,-9%,.,3%,-13%[76.3 µM],.,.,.
COc1ccc(CCN2C(=O)CC(Cc3ccccc3)C2=O)cc1OC (stereo not drawn),-6%,.,9%,4%,2%,22%[10 µM],15%,.
NC(=O)CN1C(=O)C(O)(CC(=O)/C=C\c2ccc3c(c2)OCO3)c2ccccc21 (stereo not drawn),-10%,?,-5%,4%,-13%,-4%,-2%,-1%

(next part)
SMILES	Tau fluor counter	Tau ThT inhib	aGlu spleen mod	Tau fibril FP	GAA glycogen	HTT ATP protect	aGal spleen mod	GAA inhib
O=c1cc(CO)occ1OCc1ccccc1	-2%	4%	7%	-3%	8%	6%	-16%	-2%
CCc1nc2ccccc2n(CCOCCOCCn2c(=O)c(CC)nc3ccccc32)c1=O	0%	-1%	-1%	-6%	-8%	-11%	-6%	1%
CCC(NC(=O)NNC(=O)c1ccncc1)(C(F)(F)F)C(F)(F)F	-6%	-6%	1%	-3%	-18%	17%[10 µM]	3%	.
CCCc1cc(C(=O)NNC(=S)NC(C)c2ccccc2)cs1 (stereo not drawn)	-25%	-13%	-3%	6%	20%	-44%[inhibitor]	-5%	?
O=C(OC(C(=O)O)C(OC(=O)c1ccccc1)C(=O)NCc1ccccc1)c1ccccc1 (stereo not drawn)	-4%	-7%	-2%	-5%	4%	-3%	2%	-2%
CCOc1ccc(CNC(=O)c2cc3c(s2)-c2ccccc2OC3)cc1	-9%	4%	.	?	6%[76.3 µM]	.	.	.
O=S(=O)(c1ccc(Cl)c(S(=O)(=O)N2CCCC2)c1)N1CCCC1	5%[2.34 µM]	-1%	1%	-6%	13%	-2%[10 µM]	13%	?
NNc1nc2c(Cl)cccc2s1	16µM*[quencher]	22µM*	-11%	?	?	4%[10 µM]	-3%	3%
FC(F)(F)c1cnc(Sc2nnc(-c3cccs3)n2CC2CCCO2)c(Cl)c1 (stereo not drawn)	-9%	-10%	-5%	-9%	-2%	4%	-1%	-1%
COC(=O)NCc1cccc(CNC(=O)OC)c1	-1%	-5%	0%	7%	7%	-8%	4%	-5%
Cc1cc(-c2ccccc2)n(-c2cc(N/N=C/c3ccccc3O)ncn2)n1	?	-2%	-4%	?	-6%	-88%[inhibitor][10 µM]	2%	-6%
Cc1c(C(=O)OCC2CCCCC2)[nH]c2c1C(=O)CC(c1ccc(F)cc1)C2 (stereo not drawn)	-3%	-3%	.	2%	1%[76.3 µM]	.	.	.
O=C(NCc1ccco1)C1CC(c2cccc([N+](=O)[O-])c2)=NO1 (stereo not drawn)	-5%	-9%	-2%	1%	2%	-25%	4%	-1%
Cc1noc(C)c1-c1nnc(-c2ccc(C(F)(F)F)cc2)o1	-13%	-11%	-1%	-8%	-7%	-10%[10 µM]	3%	-1%
Cc1cc(C)cc(OCCSc2nc3ccc(NC(=O)COc4ccccc4)cc3s2)c1	?	?	.	?	8%[76.3 µM]	.	.	.
CC(C)Cc1nnc(NC(=O)c2ccc([N+](=O)[O-])cc2)s1	-19%	?	-12%	4%	-6%	-25%	5%	-12%
CCN1CCN(c2cc(C)c3cc(NC(=S)NCCCN4CCc5ccccc5C4)ccc3n2)CC1	?	?	9%	5%	-19%	-11%	12%	6%
O=C(NC1CCCC1)c1cc(S(=O)(=O)N2CCOCC2)c(Cl)cc1Cl	7%	-4%	2%	5%	-1%	-1%[10 µM]	8%	7%
Cc1cccc(Cc2c(C)[nH]c(=O)c(C#N)c2C)c1	11%	4%	-3%	4%	-6%	-17%	-8%	6%
O=C(C[n+]1ccccc1)N1CCCc2ccccc21	-10%	-11%	8%	3%	-5%	-16%[10 µM]	5%	?
CCn1ccc(C(=O)Nc2ccccc2SC)n1	-5%	-8%	-1%	0%	23%	.	-7%	-5%
COc1ccc(NC(=S)NCCN2CCC(C)CC2)cc1	3%	9%	-4%	-2%	-3%	-31%[inhibitor]	-7%	-3%
O=C(Nc1cccc(OCC(=O)N2CCOCC2)c1)c1cccc([N+](=O)[O-])c1	-4%	-1%	8%	3%	-5%	-6%	-7%	9%
CCCCCCCCCOC1OC(CO)C(O)C(O)C1NC(C)=O (stereo not drawn)	-6%	-1%	0%	3%	10%	-7%[10 µM]	4%	-9%
O=C(O)c1ccc2c(c1)OCCCO2	-20%	.	-1%	6%	3%	3%[10 µM]	-2%	.
SMILES	Tau fluor counter	Tau ThT inhib	aGlu spleen mod	Tau fibril FP	GAA glycogen	HTT ATP protect	aGal spleen mod	GAA inhib
Cc1ccc(OC(=O)C23CC4CC(CC(C4)C2)C3)c(C)n1	-4%	-5%	-6%	2%	-5%	?	-1%	-6%
CSc1nccc(Nc2ccccc2)c1C#N	-6%	-11%	-3%	9%	5%	11%	-3%	4%
O=C(CC(c1ccc(F)cc1)c1ccco1)N1CCOCC1 (stereo not drawn)	4%	-8%	-7%	-1%	4%	16%[0.074 µM]	-2%	3%
Cc1ccc(S(=O)(=O)N2CCN(C(=O)COc3ccc(C)nc3[N+](=O)[O-])CC2)c(C)c1	-7%	-3%	-4%	0%	3%	-32%[inhibitor]	0%	-2%
Cc1cccc(CNc2nc(-c3cccc(NS(C)(=O)=O)c3)nc3ccccc23)c1	?	?	12%	?	.	-7%	11%	.
Cc1c(C(=O)NN)[nH]c2ccc([N+](=O)[O-])cc12	-16%	?	2%	4%	?	24%[10 µM]	0%	-6%
CC[C@@H](C)[C@@H](C(=O)Nc1ccc(C)cc1)N1Cc2ccccc2C1=O	-16%	-12%	.	-2%	12%[76.3 µM]	.	.	.
COc1ccc(-c2cc(C(F)(F)F)n3ncc(C(=O)N4CCCCC4c4cccnc4)c3n2)cc1 (stereo not drawn)	6%	-7%	.	2%	4%	-51%[inhibitor][10 µM]	16%	?
